NPY-Y1 antag: antagonists of human neuropeptide Y receptor Y1; HEK293-CNG Y1 cells, membrane potential fluorescence; NPY at EC95, then isoproterenol; P25929; AID 1040; 200,000 tested, 1% active; inhibition, % at 3.6 µM;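 active means inhibition above the campaign mean inhibition of all tested compounds plus 3 SD, cut at about 20% in these data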;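 further: 0% = DMSO wells given NPY plus isoproterenol and 100% = isoproterenol alone without NPY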
Target sequence (P25929 whole entry, looked up): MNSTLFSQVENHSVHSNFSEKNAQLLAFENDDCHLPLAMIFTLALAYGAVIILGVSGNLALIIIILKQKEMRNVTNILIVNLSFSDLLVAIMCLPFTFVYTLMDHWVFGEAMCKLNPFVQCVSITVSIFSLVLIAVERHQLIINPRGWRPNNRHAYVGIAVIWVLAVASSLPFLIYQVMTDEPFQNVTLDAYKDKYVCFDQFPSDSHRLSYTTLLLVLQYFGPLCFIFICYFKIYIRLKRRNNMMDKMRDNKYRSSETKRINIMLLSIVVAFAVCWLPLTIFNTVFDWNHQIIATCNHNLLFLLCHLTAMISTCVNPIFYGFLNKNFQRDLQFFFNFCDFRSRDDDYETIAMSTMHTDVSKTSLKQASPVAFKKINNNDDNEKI
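Test system: HEK293 cells co-expressing NPY Y1 receptor and cyclic-nucleotide gated channel; Also added: NPY (25 nM), isoproterenol (1 µM), Ro 20-1724 (25 µM); Compound dosing: one concentration, 3.6 µM, in 0.4% DMSO; Timing: dye 3 h, compound 60 min room temperature, stimulation 45 min; Technique: Membrane-potential fluorescent dye readout.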
TRPML3 ag: agonists of human TRPML3 channel; activation, % at 3 µM; Q8TDD5; HEK293 TRPML3-YFP, Fluo-8 calcium fluorescence; 100% = the carbachol control signal; AID 1448; 220,000 tested, 0.29% active;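 active means activation above its plate's cutoff, the mean activation of the plate's test wells plus 3 SD, cut at about 12% in these data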;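 further: 0% = DMSO only wells and 100% = carbachol wells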
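Material: HEK293 cells stably carrying human TRPML3-YFP; compound dosing: single dose, 3 µM final nominal compound, 0.3% DMSO final; incubation: 1-h 37 °C dye load, 5-s basal, 120-s post-compound reads; technique: Fluo-8 intracellular calcium fluorescence, excitation 470-495 nm, emission 515-575 nm; read-out basis: percent activation from peak-to-basal fluorescence ratio, scaled between DMSO and carbachol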
NPY1 pot ag: potentiates or activates human NPY-Y1 receptor; NPY-Y1 expressing cells, potentiator/agonist activation; P25929; AID 1304; 220,000 tested, 0.37% active; activation, % at 3.6 µM; in the data active means activation above about 33%, passing the limit was not always enough;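 further: cells stimulated with NPY at EC10 then isoproterenol at EC100; 0% = low agonist plus stimulus and 100% = saturating agonist plus stimulus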
14-3-3 Bad inh: disrupts binding of bovine 14-3-3 zeta to phospho-Bad peptide. 220,000 tested, 0.71% active. TR-FRET 14-3-3zeta/Dy647-pBad peptide displacement, 1 h. inhibition, % at 21.7 µM. AID 781;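 active means inhibition above about 70%, limit read from the data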;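 further: 0% = full 14-3-3 plus peptide FRET controls and 100% = background without 14-3-3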
Target sequence (P63103 whole entry, looked up): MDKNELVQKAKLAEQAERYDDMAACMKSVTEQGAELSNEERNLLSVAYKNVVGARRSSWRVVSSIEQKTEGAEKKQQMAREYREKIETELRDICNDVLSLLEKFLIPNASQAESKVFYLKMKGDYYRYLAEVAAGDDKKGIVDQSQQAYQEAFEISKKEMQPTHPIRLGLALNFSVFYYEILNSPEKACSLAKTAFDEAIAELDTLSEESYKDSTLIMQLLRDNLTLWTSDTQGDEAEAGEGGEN
PPC-1+TRAIL kill: PPC-1 cancer cell killing with TRAIL present | AID 1443 | cell killing (% activity), % at 4 µM | 220,000 tested, 0.41% active | PPC-1 cells + TRAIL, ATPLite viability luminescence;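 active means cell killing above 50% in the first pass at 4 µM, then a duplicate retest at 5 µM averaging 50% or more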;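 further: plate controls were cells with TRAIL plus DMSO for no effect and medium-only wells lacking cells for full effect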
PGE2 EP2 inh: EP2 receptor (human) inhibition; 260,000 tested, 0.52% active; inhibition, % at 25 µM; P43116; C6 glioma cells expressing human EP2, cAMP TR-FRET; cells stimulated with saturating PGE2; AID 1422;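 active means percent inhibition above 40 after rounding to a whole number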;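 further: rat C6 glioma host cells with rolipram phosphodiesterase inhibitor present; the protocol text gives 20 µM as final concentration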
Target sequence (P43116 whole entry, looked up): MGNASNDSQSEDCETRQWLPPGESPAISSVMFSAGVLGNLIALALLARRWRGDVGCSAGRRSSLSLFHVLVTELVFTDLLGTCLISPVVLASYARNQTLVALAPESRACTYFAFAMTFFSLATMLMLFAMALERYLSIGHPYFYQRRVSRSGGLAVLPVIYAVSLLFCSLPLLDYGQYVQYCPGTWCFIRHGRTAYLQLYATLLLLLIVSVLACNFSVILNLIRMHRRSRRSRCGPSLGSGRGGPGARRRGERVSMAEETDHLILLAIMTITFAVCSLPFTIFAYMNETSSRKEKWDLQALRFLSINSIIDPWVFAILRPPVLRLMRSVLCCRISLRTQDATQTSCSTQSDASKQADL
CHOP inh: inhibitors of CHOP induction in ER stress response. CHO-K1 CHOP-promoter luciferase, tunicamycin-induced, 15-18 h. inhibition, % at 10 µM. 220,000 tested, 3.8% active;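 active means compounds that reduced the stress-induced luciferase reporter signal by more than about 70% of percent inhibition, limit read from the data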;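 further: 0% = tunicamycin plus vehicle and 100% = wells without tunicamycin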
EP2 modulator: modulators of human EP2 prostaglandin E2 receptor; P43116; EP2-expressing cells, cAMP HTRF FRET, PGE2 co-stimulation; induction, % at 25 µM; 260,000 tested, 0.83% active;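 active means compounds whose cAMP rise, as percent of the full-agonist control response, exceeds 60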;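 further: rat C6 glioma line stably carrying human EP2 under a CMV promoter; the protocol text gives 20 µM as final concentration; 100% = response of wells given 1 µM PGE2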
TRPN1 ag: activates the zebrafish TRPN1 channel | HEK293 zebrafish TRPN1-YFP, Fluo-8 calcium fluorescence; 100% = response to 87 µM carbachol | activation, % at 3 µM | 220,000 tested, 0.18% active;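 active means activation above its plate's cutoff, the mean activation of test wells on that plate plus 3 SD, cut at about 19% in these data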;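 further: 0% = DMSO alone and 100% = 87 µM carbachol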
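Assay system: Zebrafish TRPN1-YFP in HEK293 cells | Incubation: Dye loading 1 h at 37 °C, then 30 min room temperature | Measured by: Kinetic Fluo-8 fluorescence, ex 470-495, em 515-575 nm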
* = called active by the depositor; . = no result given; & = joins results of further samples; [ ] = remark or other dose. Not all compounds are listed; count on the stated rates, not on these rows.

SMILES | NPY-Y1 antag | TRPML3 ag | NPY1 pot ag | 14-3-3 Bad inh | PPC-1+TRAIL kill | PGE2 EP2 inh | CHOP inh | EP2 modulator | TRPN1 ag
COc1cc(CSc2ncn[nH]2)c(OC)cc1CSc1ncn[nH]1 | 9 | 0.2 | -25 | -2 | 3 | 4 | -18 | 3 | 0.8
c1ccc(-c2noc(-c3ccc4c(c3)OCO4)n2)cc1 | -4 | 0.4 | 19 | 1 | 44 | 7 | 37 | -17 | -0.7
CN(C)S(=O)(=O)c1cccc(C(=O)N=C2N=C3C=CC(Cl)=CN3Cc3ccccc32)c1 | . | -0.9 | 2 | -4 | 21 | 6 | -11 | -9 | -0.8
N#CC1=C(N)Oc2cc3c(cc2C1c1ccc(Cl)cc1)OCO3 (configuration not stated) | 5 | 0.0 | 7 | 5[fluorescence artefact?] | 1 | 3 | 23 | -20 | -1.4
Nc1nc(-c2ccco2)nn1C(=O)c1ccccc1 | 1 | 1.2 | 13 | 16 | 12 | 3 | 24 | 10 | 1.9
CCNC(=S)Nc1cc(OCC)c(N2CCOCC2)cc1OCC | 3 | 0.6 | -13 | -11 | 21 | 6 | 6 | -11 | -0.5
CCOc1ccc2nc(NC(=O)C3=NNC(=O)CC3)sc2c1 | 4 | 0.2 | -10 | -4 | 22 | 10 | -8 | -25 | -1.4
N#C/C(=C/c1cccs1)c1nc2ccccc2[nH]1 | 1 | 0.8 | 6 | -22 | 37 | 15 | 12 | -60 | 1.0
OCCNC(=S)Nc1ccc2c(c1)OCCO2 | . | -0.1 | 4 | -1 | 17 | 13 | 6 | 4 | -1.0
COc1cccc(NC(=O)C(c2ccccc2)N2CCN(c3ccccn3)CC2)c1 (configuration not stated) | 10 | 0.0 | -6 | -14 | 0 | 1 | 18 | 20 | 0.1
CCN(CC)S(=O)(=O)c1ccc(Cl)c(NC(=O)COC(=O)c2ccc([N+](=O)[O-])o2)c1 | . | 0.5 | -4 | 2 | 20 | 9 | 12 | -1 | 3.7
CC1CCCCN1CCCNC(=O)c1ccc2c(=O)n(CCc3ccccc3)c(=O)[nH]c2c1 (configuration not stated) | -1 | -0.4 | -16 | -7[fluorescence artefact?] | -28 | 7 | 16 | -14 | 0.1
O=C(CCC1CCCCC1)Nc1c[nH]c(=O)[nH]c1=O | 2 | 0.7 | 1 | 14 | -2 | 22 | -9 | 4 | 0.1
Cn1cc(CNC(=O)c2sc3cccc(Cl)c3c2Cl)cn1 | 0 | 0.0 | 3 | -6 | 5 | 15 | 5 | -42 | -0.7
CCCOC(=O)c1ccc(Oc2cn[nH]c2-c2ccc(OCC(=O)NN)cc2O)cc1 | . | 0.8 | -6 | -4 | 13 | 7 | 2 | -45 | 3.4
CSc1nncc(-c2ccccc2)n1 | 6 | 0.1 | 0 | -7 | 10 | 17 | 13 | 1 | -0.7
O=C(CCn1c(=O)oc2ccccc21)N1CCN(c2ccccc2F)CC1 | -5 | 0.3 | 6 | 11 | 14 | 3 | 43 | 12 | -0.5
Cc1ccc(NC(=O)c2ccc3ccccc3n2)cc1S(=O)(=O)N1CCOCC1 | 2 | 0.0 | -1 | 6 | 12 | 10 | 14 | -63 | -0.3
O=C1c2ccccc2C(=O)N1CC1CCCO1 (configuration not stated) | 2 | 0.9 | 1 | 4 | 11 | 16 | 8 | -7 | 1.1
Cc1cc(-c2ccco2)n(CC(=O)NCCN(C)C)n1 | 4 | -0.1 | 3 | 1 | -13 | 16 | -7 | 10 | 0.2

Only TRPN1 ag (three entries from above):
SMILES	TRPN1 ag
CN(C)S(=O)(=O)c1cccc(C(=O)N=C2N=C3C=CC(Cl)=CN3Cc3ccccc32)c1	-0.8
N#CC1=C(N)Oc2cc3c(cc2C1c1ccc(Cl)cc1)OCO3 (configuration not stated)	-1.4
Nc1nc(-c2ccco2)nn1C(=O)c1ccccc1	1.9

Additional results follow.
SMILES | NPY-Y1 antag | TRPML3 ag | NPY1 pot ag | 14-3-3 Bad inh | PPC-1+TRAIL kill | PGE2 EP2 inh | CHOP inh | EP2 modulator | TRPN1 ag
Cn1c(=O)c2c(nc(Sc3ncnn3CC(=O)N3CCOCC3)n2C)n(C)c1=O | . | 0.4 | 16 | 1 | 4 | 4 | -3 | 0 | 2.5
O=S(=O)(c1ccc2ccccc2c1)N1CCN(C(=S)Nc2ccc(F)c(Cl)c2)CC1 | -2 | 0.3 | 9 | -19[fluorescence artefact?] | 15 | 6 | 18 | -90 | 1.9
COc1cc(/C=N/Nc2nc(=O)[nH]nc2C)cc([N+](=O)[O-])c1O | . | 0.6 | 1 | 1 | 6 | 5 | 13 | 12 | -0.6
O=C(CN(Cc1ccccc1)C1=NCCS1)c1ccc(Cl)cc1 | 2 | -0.5 | -32 | 13[fluorescence artefact?] | -13 | 4 | 29 | 13 | -0.3
CC(C)NOC(=O)c1ccc(Cl)cc1 | -1 | 0.5 | -3 | -14 | -3 | 2 | 18 | -2 | -1.1
CC(C)(C)C1CCC(=NNc2ccc(S(N)(=O)=O)cc2[N+](=O)[O-])CC1 (configuration not stated) | 3 | 0.4 | 16 | -2 | 16 | 7 | 83* | 68* | -0.4
Cc1nc2oc3c(NCC4CCCO4)ncnc3c2c2c1COC(C)(C)C2 (configuration not stated) | -2 | 1.0 | -8 | 9 | 20 | 5 | 11 | 14 | 2.5
Cc1ccc2c(=O)[nH]c(Cc3ccccc3C(=O)O)nc2c1 | . | 0.1 | 26 | 0 | 2 | 8 | 1 | 1 | 1.5
Cn1cccc1/C=C1\SC(=S)N(NC(=O)c2ccc(Cl)cc2)C1=O | 8 | 0.2 | -65 | -8 | 5 | 2 | 20 | 12 | 0.8
Cc1cccc(NC(=O)CSc2nnc(NC(=O)CN3CCCCC3)s2)c1 | 4 | 0.7 | 12 | 3 | 22 | 0 | -14 | 4 | 2.4
Cc1cccc(NC(=O)c2ccc(N(C)C3CCCCC3)c([N+](=O)[O-])c2)n1 | 19 | -0.3 | -15 | 0 | 7 | 2 | 19 | -24 | -3.1
CCOC(=O)c1cc(CC)sc1NC(=O)C1CC1 | 0 | 0.6 | -11 | 9 | -1 | 10 | 2 | 14 | -0.1
CN(CC(=O)NCCc1ccc(Cl)cc1)S(=O)(=O)c1ccc2c(c1)c(=O)n(C)c(=O)n2C | 4 | 0.4 | -3 | 7 | 13 | 12 | 13 | -1 | 1.5
CCOc1ccc(-c2nnn(CCC(=O)O)n2)cc1OC | -2 | -0.1 | 0 | -2 | -1 | 4&8 | -1 | 10&8 | -0.8
Cc1ccccc1-n1c(=O)[nH]c(=O)c2c(N)c(C(=O)c3ccc(Cl)cc3)sc21 | -1 | 1.4 | 3 | -2 | 10 | 3 | 50 | 66* | -0.1
COc1cc(/C=C/C(=O)O)cc(Br)c1O | . | 0.7 | 17 | 0 | 23 | 5 | 4 | -3 | 1.1
COCCNC(=O)c1onc(CSc2cc(C)ccc2C)c1C(=O)O | 7 | -0.3 | -6 | 78* | 23 | 16 | 10 | 14 | 1.6
C=CCc1cccc2cc(C(=O)N(CC)CC)c(=O)oc12 | 3 | 0.2 | -6 | -4[fluorescence artefact?] | 21 | 2 | 27 | -2 | 0.5
CC(C)OC(=O)CSc1nnc(-c2ccc([N+](=O)[O-])cc2)o1 | 6 | 0.8 | -23 | 5 | -8 | 5 | 3 | -11 | -0.2
COc1ccccc1NC(=O)CSc1ccc(-c2cccs2)nn1 | 11 | 0.8 | -3 | 30 | -2 | 5 | 34 | -59 | -0.8

Looked up by compound from the entries so far:
SMILES | NPY-Y1 antag | TRPML3 ag | NPY1 pot ag | 14-3-3 Bad inh | PPC-1+TRAIL kill | PGE2 EP2 inh | CHOP inh | EP2 modulator | TRPN1 ag
CC(C)OC(=O)CSc1nnc(-c2ccc([N+](=O)[O-])cc2)o1 | 6 | 0.8 | -23 | 5 | -8 | 5 | 3 | -11 | -0.2
Cn1c(=O)c2c(nc(Sc3ncnn3CC(=O)N3CCOCC3)n2C)n(C)c1=O | . | 0.4 | 16 | 1 | 4 | 4 | -3 | 0 | 2.5
COCCNC(=O)c1onc(CSc2cc(C)ccc2C)c1C(=O)O | 7 | -0.3 | -6 | 78* | 23 | 16 | 10 | 14 | 1.6
CCOC(=O)c1cc(CC)sc1NC(=O)C1CC1 | 0 | 0.6 | -11 | 9 | -1 | 10 | 2 | 14 | -0.1

The list goes on.
SMILES | NPY-Y1 antag | TRPML3 ag | NPY1 pot ag | 14-3-3 Bad inh | PPC-1+TRAIL kill | PGE2 EP2 inh | CHOP inh | EP2 modulator | TRPN1 ag
Cc1ccc(CNC(=O)CCC(=O)Nc2nnc(C3CCCCC3)s2)cc1 | . | -0.5 | 2 | 3 | 5 | 10 | 6 | -2 | -2.2
Cc1noc(C)c1CSc1nnc2scc(-c3ccc(Cl)cc3)n12 | -5 | 0.3 | -13 | -3 | 36 | 2 | 26 | 14 | 0.8
Cc1ccc(Cl)c(OCC(=O)NN2CCN(C)CC2)c1 | . | 1.7 | 3 | -2 | 14 | 4 | 6 | 14 | 2.6
O=c1cc(C(F)(F)F)oc2c1ccc1ccccc12 | 1 | 0.2 | -45 | 3[fluorescence artefact?] | 8 | 11 | 10 | 55 | -0.2
Cn1c(-c2ccccc2)c(C(=O)CCl)c2ccccc21 | -6 | 0.4 | -1 | -2 | 21 | 2 | 108* | 21 | -3.4
O=C(CCCn1c(=O)[nH]c2ccc(Br)cc2c1=O)NCc1ccc(Cl)cc1 | 3 | 0.1 | -1 | 0 | 2 | 8 | 42 | -43 | -0.5
O=C1Nc2ccc(Br)cc2/C1=C/C(=O)c1ccc2c(c1)OCO2 | . | 2.3 | 26 | 61 | 4 | 18 | 107* | -50 | 3.9
COC(=O)c1sc2cnccc2c1N | -2 | -0.5 | 15 | -1 | 0 | 4 | 2 | 24 | -1.9
O=C1c2ccccc2C(=O)N1CCSc1ncn[nH]1 | 17 | 0.1 | -1 | 0 | 19 | 18 | 13 | 18 | -0.9
Cc1csc2c(NCCCN3CCOCC3)ncnc12 | . | 0.8 | -7 | -13 | 18 | 15 | 1 | -8 | 1.5
Cc1c(C(=O)NCc2cccnc2)oc2ccc(S(=O)(=O)N3CCCC(C)C3)cc12 (configuration not stated) | -4 | 0.7 | 23 | 6 | 14 | 14 | 55 | -3 | -0.1
COC(=O)c1ccccc1NC(=O)c1cc(-c2ccc(OC)c(OC)c2)on1 | 6 | 0.9 | -49 | . | . | . | . | . | -1.5
CCCC(c1nnnn1CS(=O)(=O)c1ccc(C)cc1)N1CCN(c2ccccc2)CC1 (configuration not stated) | -3 | 0.3 | 3 | -5 | 5 | 12 | 34 | -9 | 0.7
CC(NC(=O)Cn1cnc2c1c(=O)n(C)c(=O)n2C)c1ccccc1 (configuration not stated) | -9 | 0.5 | -5 | -11[fluorescence artefact?] | 6 | . | 6 | -1 | 1.8

Screening data (PubChem)
